Bioassay records deposited in PubChem by several laboratories.
M18AAP inhibitor = blocks P. falciparum M18 aspartyl aminopeptidase; recombinant PfM18AAP, H-Glu-NHMec fluorogenic cleavage; inhibition, % at 7.35 µM; actives 1.2% (n = 290,000);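 active = inhibition above the campaign mean inhibition over all tested compounds plus 3 SD, cut at about 28% in these data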;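 also: 0% = plate median of test compound wells and 100% = 2 mM ZnCl2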
UBC9 SUMO inh = SUMOylation inhibition. P63279. HTRF SUMOylation assay, SAE1/SAE2 + UBC9, in vitro. inhibition, % at 35 µM. actives 0.36% (n = 290,000). AID 2006; in the data active = inhibition above about 50%, passing the limit was not always enough; also: strong numbers were not always called active
VIM-2 inh = inhibitors of Pseudomonas aeruginosa VIM-2 metallo-beta-lactamase; actives 0.89% (n = 290,000); inhibition, % at 5.6 µM; AID 1527; purified VIM-2, nitrocefin hydrolysis, epi-absorbance fluorescence;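 active = inhibition above the mean of all tested compounds plus 3 SD, cutoff set per screening run, cut at about 7.5% in these data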;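 also: red hydrolysis product quenches plate fluorescence so inhibitors raise well fluorescence; 0% = enzyme with DMSO and 100% = DMSO without enzyme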
p-CIP stab down = lowers stability of the mouse p/CIP coactivator protein; F442A p/CIP-EGFP cells, EGFP fluorescence, 16 h; decrease of EGFP signal, % at 10 µM; actives 0.01% (n = 290,000); AID 1984;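 active = EGFP signal decrease of at least 30% at 10 µM or well 3 SD below plate mean, unless failing retest; inactive = the rest, including hits failing retest or dose response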; also: some compounds called inactive have numbers as strong as hits; many of its hits are not listed in these tables
HCV NS3 hel inh = HCV NS3 helicase inhibition. NS3 helicase DNA unwinding, Cy5 molecular beacon fluorescence. inhibition, % at 10.9 µM. actives 0.56% (n = 290,000);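 active = inhibition above the mean of all tested compounds plus 3 SD, set per campaign, cut at about 35% in these data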;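 also: 0% = DMSO wells and 100% = thioflavine S control wells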
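Assay system – hepatitis C virus NS3 helicase domain fragment enzyme · Buffer or medium – MOPS pH 6.5, MgCl2, DTT, Tween20, BSA · Reagent – Cy5/quencher beacon DNA duplex and ATP to start · Compound – single 10.9 µM dose · Timing – 1 h at 25 °C · Technique – Cy5 beacon fluorescence read at start and 1 h · Measure – % inhibition of unwinding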
DNA FID counter = counter-screen for HCV NS3 helicase inhibitors: DNA intercalator displacement; DNA fluorescent intercalator displacement, fluorescence; inhibition, % at 7.9 µM; actives 0.17% (n = 290,000); AID 1845; in the data active = inhibition above about 37%;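 also: 0% = vehicle and 100% = reference compound; higher means more ethidium bromide displaced from hairpin DNA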
IMP-1 inh = blocks Pseudomonas aeruginosa IMP-1 metallo-beta-lactamase. purified IMP-1, nitrocefin hydrolysis, epi-absorbance fluorescence. inhibition, % at 5.6 µM. actives 0.45% (n = 290,000). AID 1556;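 active = inhibition above the mean plus 3 SD of all compounds in the same screening run, cut at about 4.5% in these data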;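 also: 0% = IMP-1 with DMSO and 100% = DMSO wells lacking enzyme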
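System: purified recombinant IMP-1 beta-lactamase. Medium: Zinc- and detergent-supplemented HEPES buffer, pH 7.1. Compound: one 5.6 µM dose […]. Schedule: 15 min preincubation plus 25 min reaction at 25 °C. Technique: Epi-absorbance fluorescence, 480 nm excitation, 530 nm emission.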
IDE cell activ = IDE (human) activation, cell-based; P14735; activation, % at 5.96 µM; AID 493087; HEK cells, FAbeta-B cleavage, fluorescence polarization; 0% vehicle, 100% cell-free pure enzyme wells; actives 0.073% (n = 340,000);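 active = activation above the mean of all tested compounds plus 3 SD, set per screening campaign, cut at about 17% in these data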
Target sequence (P14735 whole entry, looked up): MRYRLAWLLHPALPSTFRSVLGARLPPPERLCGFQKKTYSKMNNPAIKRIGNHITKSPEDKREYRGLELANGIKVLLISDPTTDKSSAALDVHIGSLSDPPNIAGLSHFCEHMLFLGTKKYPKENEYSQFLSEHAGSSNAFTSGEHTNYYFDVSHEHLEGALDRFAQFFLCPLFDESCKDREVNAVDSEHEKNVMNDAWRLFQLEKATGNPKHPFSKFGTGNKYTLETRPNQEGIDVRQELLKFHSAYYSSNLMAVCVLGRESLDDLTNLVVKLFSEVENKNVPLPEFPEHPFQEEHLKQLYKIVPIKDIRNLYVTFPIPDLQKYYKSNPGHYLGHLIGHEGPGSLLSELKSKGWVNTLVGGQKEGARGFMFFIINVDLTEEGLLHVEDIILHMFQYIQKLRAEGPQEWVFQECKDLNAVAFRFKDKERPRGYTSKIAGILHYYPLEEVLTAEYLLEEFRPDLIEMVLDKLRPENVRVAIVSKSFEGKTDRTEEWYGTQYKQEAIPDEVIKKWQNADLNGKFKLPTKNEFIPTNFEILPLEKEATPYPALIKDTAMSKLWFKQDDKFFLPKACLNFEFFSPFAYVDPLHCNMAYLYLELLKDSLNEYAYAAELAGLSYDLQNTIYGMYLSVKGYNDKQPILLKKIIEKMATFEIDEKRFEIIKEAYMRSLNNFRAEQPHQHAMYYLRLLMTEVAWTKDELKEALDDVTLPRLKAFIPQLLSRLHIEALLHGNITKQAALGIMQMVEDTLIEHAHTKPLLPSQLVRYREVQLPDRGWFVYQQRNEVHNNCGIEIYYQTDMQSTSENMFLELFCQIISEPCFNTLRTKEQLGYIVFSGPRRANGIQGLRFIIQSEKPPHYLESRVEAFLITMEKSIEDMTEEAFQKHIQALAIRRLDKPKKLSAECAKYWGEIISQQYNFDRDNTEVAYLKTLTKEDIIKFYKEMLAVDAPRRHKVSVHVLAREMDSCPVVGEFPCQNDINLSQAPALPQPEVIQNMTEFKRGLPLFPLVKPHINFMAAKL
IDE cell inh = cellular human IDE inhibition | inhibition, % at 5.59 µM | HEK cells, FAbetaB cleavage, fluorescence polarization | actives 0.41% (n = 320,000) | P14735;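 active = percent inhibition above the average of all tested compounds plus 3 SD, set per screening campaign, cut at about 16% in these data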;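 also: IDE supplied by intact live HEK cells; FP after avidin binding of uncleaved biotin substrate so inhibition keeps polarization high; 0% = DMSO wells and 100% = 60 µM reference IDE inhibitor Ii1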
* marks the source's active call; other numbers are inactive results; & = joins results of further samples.

Screening Cc1ccc(NC(=O)C2=C(C(=O)O)CCCC2)cc1F returned M18AAP inhibitor 3, UBC9 SUMO inh 5, VIM-2 inh 0.8, p-CIP stab down 4, HCV NS3 hel inh 5, DNA FID counter -2, IMP-1 inh 7.9*, IDE cell activ 0 and IDE cell inh 4.
`O=C(O)C1C2C=CC3(O2)C1C(=O)N1c2ccccc2C2OCCC2C13` (stereo unspecified) gave M18AAP inhibitor -14, UBC9 SUMO inh 6, VIM-2 inh 11*, p-CIP stab down 2, HCV NS3 hel inh -12, DNA FID counter 2, IMP-1 inh 0.8, IDE cell activ 4 and IDE cell inh 6.
Screening COc1cc(OC)c(OC)cc1/C=N/NC(=O)c1ccc2nc[nH]c2c1 returned M18AAP inhibitor 3, UBC9 SUMO inh 12, VIM-2 inh -0.1, p-CIP stab down -2, HCV NS3 hel inh 11, DNA FID counter -10, IMP-1 inh -0.9, IDE cell activ -1 and IDE cell inh 4.
`CCOc1ccc(NC2=NCCC(=O)N2Cc2cccs2)cc1` gave M18AAP inhibitor 3, UBC9 SUMO inh 0, VIM-2 inh -2.2, p-CIP stab down 10, HCV NS3 hel inh 1, DNA FID counter -7, IMP-1 inh 0.7, IDE cell activ 3 and IDE cell inh 5.
For CCOc1ccc(Cc2nc(N)nc(N)n2)cc1 the results were M18AAP inhibitor -1, UBC9 SUMO inh -18, VIM-2 inh -2.8, p-CIP stab down 8, HCV NS3 hel inh -8, DNA FID counter -6, IMP-1 inh -3.8, IDE cell activ 3 and IDE cell inh 8.
Screening CN1C(=O)C(CC(=O)Nc2ccc(Cl)cc2)N(Cc2ccco2)C1=S (stereo unspecified) returned M18AAP inhibitor -8, UBC9 SUMO inh -1, VIM-2 inh -1.0, p-CIP stab down 1, HCV NS3 hel inh 2, DNA FID counter -3, IMP-1 inh -0.1, IDE cell activ -1 and IDE cell inh -2.
CCCCc1cc(=O)oc2c(C)c(OCC(=O)N3CCCC3)ccc12 was read as M18AAP inhibitor 3, UBC9 SUMO inh -2, VIM-2 inh 0.5, p-CIP stab down 6, HCV NS3 hel inh 1, DNA FID counter -40, IMP-1 inh 0.6, IDE cell activ -14 and IDE cell inh 10.
For Cc1cc2c3c(c1)C1(C(=O)N3C(C)(C)CC2C)C(C#N)=C(N)Oc2cc(O)ccc21 (stereo unspecified) the results were M18AAP inhibitor -1, UBC9 SUMO inh -38, VIM-2 inh -3.6, p-CIP stab down -12, HCV NS3 hel inh -13, DNA FID counter -32, IMP-1 inh -1.6, IDE cell activ 6 and IDE cell inh -5.
Screening CC1=C(C(N)=O)C(c2cccs2)n2nc(-c3cccc(Cl)c3)nc2N1 (stereo unspecified) returned M18AAP inhibitor 0, UBC9 SUMO inh 2, VIM-2 inh -0.5, p-CIP stab down 10, HCV NS3 hel inh 1, DNA FID counter -3, IMP-1 inh -2.1, IDE cell activ 3 and IDE cell inh 1.
For O=C(CCn1c(=O)oc2ccccc21)N1CCN(C(c2ccccc2)c2ccccc2)CC1 the results were M18AAP inhibitor -4, UBC9 SUMO inh -4, VIM-2 inh -2.9, p-CIP stab down -15, HCV NS3 hel inh -13, DNA FID counter -27, IMP-1 inh -0.8, IDE cell activ -4 and IDE cell inh -1.
Screening Cc1cccc(CS(=O)(=O)Cc2ccc(C(=O)NCCCN3CCOCC3)o2)c1 returned M18AAP inhibitor -1, UBC9 SUMO inh 18, VIM-2 inh -3.7, p-CIP stab down -10, HCV NS3 hel inh 6, DNA FID counter -1, IMP-1 inh -3.1, IDE cell activ 2 and IDE cell inh 2.
COc1ccc(/C=C2\CCOC2=O)cc1 was read as M18AAP inhibitor -8&-3, UBC9 SUMO inh 30&4, VIM-2 inh 1.7&-1.4, p-CIP stab down -4&0, HCV NS3 hel inh -3&1, DNA FID counter -2&-1, IMP-1 inh -0.3&-1.2, IDE cell activ -2 and IDE cell inh -5.
Screening CCOCc1cc(C)[nH]c(=O)c1C#N returned M18AAP inhibitor -2, UBC9 SUMO inh -11, VIM-2 inh -3.2, p-CIP stab down -2, HCV NS3 hel inh 0, DNA FID counter 3, IMP-1 inh -2.0, IDE cell activ 13 and IDE cell inh -2.
For Cc1nn(-c2ccccc2)c(Cl)c1CN(C(=O)CCl)c1ccc(Cl)cc1 the results were M18AAP inhibitor 1, UBC9 SUMO inh 0, VIM-2 inh -1.8, p-CIP stab down -2, HCV NS3 hel inh -5, DNA FID counter -30, IMP-1 inh -4.3, IDE cell activ -2 and IDE cell inh 4.
`O=C(NC(Cc1ccccc1)C(=O)O)OCc1ccccc1` (stereo unspecified) gave M18AAP inhibitor 3, UBC9 SUMO inh -5, VIM-2 inh -2.1, p-CIP stab down 5, HCV NS3 hel inh 3, DNA FID counter -10, IMP-1 inh -1.8, IDE cell activ -5 and IDE cell inh 0.
CCn1c(=O)c2c(nc3n2CCCN3c2cccc(C)c2)n(C)c1=O was read as M18AAP inhibitor -3, UBC9 SUMO inh 5, VIM-2 inh 1.4, p-CIP stab down -6, HCV NS3 hel inh 1, DNA FID counter -29, IMP-1 inh -2.2, IDE cell activ -4 and IDE cell inh 7.
Screening CCn1c(Cn2nnc(-c3ccccc3)n2)nnc1SCC(=O)Nc1ccc(N(C)C)cc1 returned M18AAP inhibitor 5, UBC9 SUMO inh 16, VIM-2 inh -1.1, p-CIP stab down -5, HCV NS3 hel inh -4, DNA FID counter -17, IMP-1 inh -2.1, IDE cell activ 0 and IDE cell inh 3.
For O=S(=O)(Cc1ccc(Cl)cc1)c1ncc(CO)n1Cc1ccccc1 the results were M18AAP inhibitor -3, UBC9 SUMO inh -10, VIM-2 inh -0.8, p-CIP stab down -2, HCV NS3 hel inh -1, DNA FID counter -14, IMP-1 inh -1.3, IDE cell activ 2 and IDE cell inh 4.
For CC(=O)c1cccc(N(CC(=O)Nc2ccc(S(=O)(=O)N3CCOCC3)cc2)S(C)(=O)=O)c1 the results were M18AAP inhibitor -1, UBC9 SUMO inh 4, VIM-2 inh -3.4, p-CIP stab down -11, HCV NS3 hel inh 12, DNA FID counter -18, IMP-1 inh -2.3, IDE cell activ -1 and IDE cell inh -3.
`CCOC(=O)c1c(C)n(-c2ccc(C)cc2)c2c(CC(C)=O)c(Br)c(OC)c(O)c12` gave M18AAP inhibitor 1, UBC9 SUMO inh 9, VIM-2 inh -0.2, p-CIP stab down 2, HCV NS3 hel inh -1, DNA FID counter 2, IMP-1 inh -0.8, IDE cell activ 0 and IDE cell inh -8.
`COc1ccccc1NS(=O)(=O)c1cccc(C(=O)NNC(=O)C(NC(N)=O)C(C)C)c1` (stereo unspecified) gave M18AAP inhibitor -1, UBC9 SUMO inh 22, VIM-2 inh -2.1, p-CIP stab down 7, HCV NS3 hel inh 1, DNA FID counter -3, IMP-1 inh -3.0, IDE cell activ 6 and IDE cell inh -2.
O=C(NN1C(=O)c2ccccc2NC1c1ccccn1)c1ccc([N+](=O)[O-])cc1 (stereo unspecified) was read as M18AAP inhibitor 24, UBC9 SUMO inh 4, VIM-2 inh -5.3, p-CIP stab down 4, HCV NS3 hel inh -2, DNA FID counter -8, IMP-1 inh -6.5, IDE cell activ 4 and IDE cell inh 5.
Screening O=S(=O)(Oc1ccccc1C(=S)N1CCOCC1)c1ccc(Cl)cc1 returned M18AAP inhibitor 21, UBC9 SUMO inh -10, VIM-2 inh 0.7, p-CIP stab down -8, HCV NS3 hel inh -9, DNA FID counter -28, IMP-1 inh -4.3, IDE cell activ 2 and IDE cell inh -4.
O=C(CSc1nnc(-c2cccs2)o1)NCc1ccco1 was read as M18AAP inhibitor -4, UBC9 SUMO inh 14, VIM-2 inh -6.7, p-CIP stab down -7, HCV NS3 hel inh -2, DNA FID counter 4, IMP-1 inh -4.2, IDE cell activ 7 and IDE cell inh -2.
`Cc1[nH]nc(N2CCCCCC2)c1[N+](=O)[O-]` gave M18AAP inhibitor 2, UBC9 SUMO inh -8, VIM-2 inh -3.5, p-CIP stab down -4, HCV NS3 hel inh -4, DNA FID counter 1, IMP-1 inh -2.4, IDE cell activ 5 and IDE cell inh -1.
`Cc1sc2ncnc(OCc3nnc(-c4cccs4)o3)c2c1C` gave M18AAP inhibitor -1, UBC9 SUMO inh 14, VIM-2 inh 1.3, p-CIP stab down 11, HCV NS3 hel inh 9, DNA FID counter -23, IMP-1 inh -0.9, IDE cell activ 1 and IDE cell inh 7.
Screening COC(=O)CN1C(=O)[C@H]2[C@@H](/C=C/c3ccccc3)N3C(=O)CN(CCO)C(=O)[C@@]3(Cc3ccccc3)[C@H]2C1=O returned M18AAP inhibitor 2, UBC9 SUMO inh 6, VIM-2 inh -1.9, p-CIP stab down -14, HCV NS3 hel inh 11, DNA FID counter -11, IMP-1 inh -0.8, IDE cell activ 2 and IDE cell inh 1.
Screening CCCCCN(C(=O)CCC(=O)OCC(=O)N(C)Cc1ccc(C)cc1)c1c(N)n(CCCC)c(=O)[nH]c1=O returned M18AAP inhibitor -2, UBC9 SUMO inh 15, VIM-2 inh -0.8, p-CIP stab down 10, HCV NS3 hel inh -9, DNA FID counter -49, IMP-1 inh -1.1, IDE cell activ 1 and IDE cell inh -3.
`O=C(CNC(=O)c1ccc2c(c1)OCCO2)N=Nc1c(O)[nH]c2ccccc12` gave M18AAP inhibitor 0, UBC9 SUMO inh 2, VIM-2 inh -2.6, p-CIP stab down -8, HCV NS3 hel inh -2, DNA FID counter -19, IMP-1 inh -3.3, IDE cell activ -4 and IDE cell inh 3.
`Cn1c(=O)[nH]c(=O)c2c1nc(CN(Cc1ccccc1)Cc1ccccc1)n2CCN1CCOCC1` gave M18AAP inhibitor -1, UBC9 SUMO inh 8, VIM-2 inh -3.6, p-CIP stab down -8, HCV NS3 hel inh -2, DNA FID counter -30, IMP-1 inh 1.1, IDE cell activ 7 and IDE cell inh -1.
CCCCc1ccc(NC=C2C(=O)OC3(CCCCC3)OC2=O)cc1 was read as M18AAP inhibitor 2, UBC9 SUMO inh -5, VIM-2 inh 0.5, p-CIP stab down -1, HCV NS3 hel inh 5, DNA FID counter -5, IMP-1 inh -2.0, IDE cell activ 2 and IDE cell inh -2.
For Cc1ccc(OCC(=O)N2CCC(N3CC(C)CC(C)C3)CC2)cc1 (stereo unspecified) the results were M18AAP inhibitor 3, UBC9 SUMO inh 7, VIM-2 inh -1.3, p-CIP stab down -13, HCV NS3 hel inh 2, DNA FID counter 4, IMP-1 inh -0.1, IDE cell activ 4 and IDE cell inh 5.
For O=c1c(CN2CCN(Cc3ccccc3)CC2)coc2ccc(Cl)cc12 the results were M18AAP inhibitor -2, UBC9 SUMO inh -15, VIM-2 inh 2.3, p-CIP stab down 4, HCV NS3 hel inh -3, DNA FID counter 2, IMP-1 inh -3.4, IDE cell activ 3 and IDE cell inh 1.
CCCCCCN1C=C/C(=C\C=C(C#N)C#N)c2ccccc21 was read as M18AAP inhibitor -3, UBC9 SUMO inh 9, VIM-2 inh -1.2, p-CIP stab down -31, HCV NS3 hel inh 3, DNA FID counter 5, IMP-1 inh -0.1, IDE cell activ 2 and IDE cell inh 4.

Not a hit list; 3.6% or so of the library scored in one or more.
